Assay outcomes as filed in PubChem.
pAkt inh: HTS Assay for Inhibitors of Akt Phophorylation: Primary Screen. Neuro2A IGF-stimulated pAkt S473 HTRF, 20 min; active compounds read low. activity change, % for hits at 50 µM. actives 0.32% (n = 360,000). AID 651550, 2012; in the data active means activity change below about -80%; inconclusive means mostly about -51% to -80%; further: on the % scale 0 is the no-effect control and ±100 the full control effect
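Neuro2A cells (4,500/well, DMEM with 0.5% FBS) were treated with compound at a single 50 µM final concentration, stimulated with 6 nM IGF for 20 min at 37 °C, and lysed. Phospho-Akt Ser473 was read by HTRF as 665/615 ratio ×10^4.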
D3 antag: qHTS of D3 Dopamine Receptor Antagonist: qHTS; D(3) dopamine receptor (Homo sapiens), P35462; D3R cells, DiscoveRx beta-arrestin luminescence, antagonist mode; active compounds read low; max response, negative = inhibition, %; actives 2.5% (n = 360,000); AID 652054, 2013; in the data active means max response below about -50%; inconclusive means no clear call, values can overlap the other calls; further: on the % scale 0 is the no-effect control and ±100 the full control effect; mostly tested at two doses, the higher about 12 µM
Target sequence (P35462 whole entry, looked up): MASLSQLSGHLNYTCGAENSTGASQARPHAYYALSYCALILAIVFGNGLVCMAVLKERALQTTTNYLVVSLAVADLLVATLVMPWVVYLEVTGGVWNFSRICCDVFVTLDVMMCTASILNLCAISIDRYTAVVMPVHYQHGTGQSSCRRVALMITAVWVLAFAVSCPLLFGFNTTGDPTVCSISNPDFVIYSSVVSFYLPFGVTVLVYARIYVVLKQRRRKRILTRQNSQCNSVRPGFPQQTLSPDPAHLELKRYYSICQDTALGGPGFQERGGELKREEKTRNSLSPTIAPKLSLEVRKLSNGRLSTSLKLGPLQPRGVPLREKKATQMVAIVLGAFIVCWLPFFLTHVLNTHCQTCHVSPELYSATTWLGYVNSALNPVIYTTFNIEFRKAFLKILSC
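Cells expressing the human receptor were seeded at 1500 cells/well, incubated overnight at 37 degrees C in 5% CO2, then exposed to library compounds with dopamine controls for 90 minutes at 37 degrees C before luminescent detection.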
DRD3 agonist: qHTS of D3 Dopamine Receptor Agonist: qHTS. actives 0.58% (n = 410,000). max activation, %. D3R DiscoveRx beta-arrestin cells, luminescence, 90 min. D(3) dopamine receptor (Homo sapiens), P35462; in the data active means max activation above about 30%; further: 0% is about no effect; mostly tested at two doses, the higher about 12 µM
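Cells at 1500/well, incubated overnight, then treated with pinned compounds (dopamine as control) for 90 min at 37 degrees C. DiscoveRx reagent added for 30 - 60 minutes at room temperature; luminescence read.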
CCT chaperon mod: High-Throughput Screening for Modulators of Cytosolic Chaperonin Activity; purified chaperonin ATPase assay, HTRF ADP detection, 30 min; actives 0.3% (n = 360,000); AID 651819, 2012; activity change, % (concentration not given with the values), hits read low; in the data active means activity change below about -30%; further: on the % scale 0 is the no-effect control and ±100 the full control effect
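Nucleotide hydrolysis assay: TRiC at 20–40 nM final (set by batch activity) with 10 uM ATP, 30 min at 37 °C, in presence of 76 uM compound. Detection by competitive ADP HTRF, 30 min ambient.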
EPAC2 agonist: qHTS for Agonist of cAMP-regulated guanine nucleotide exchange factor 4 (EPAC2): primary screen. Rap guanine nucleotide exchange factor 4 (Homo sapiens), Q8WZA2. EPAC2 activation, biochemical qHTS; response scale: 100% = 6.5 mM cAMP response. Potency, µM (highest dose often 154 µM), for inactives: at the top dose activation, usual class: activators. actives 0.079% (n = 360,000); further: potency means the concentration at half of the fitted maximal effect; nearly all actives have a fitted effect of over 50% in size
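Exchange assay: 100 nM EPAC2 with 250 nM Rap1B-BODIPY-GDP and 50 uM GDP. Fluorescence (ex 480/em 540 nm) read every 5 min for 30 min at room temperature. Data normalized to 6.5 mM cAMP as agonist control.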
EPAC2 antag: qHTS for Antagonist of cAMP-regulated guanine nucleotide exchange factor 2 (EPAC2): primary screen; EPAC2 GEF exchange of Rap1B-BODIPY-GDP, fluorescence; actives 0.18% (n = 360,000); Potency, µM (doses to about 114 µM), for the others: at the top dose activity, negative = inhibition, most hits filed as inhibitors; Rap guanine nucleotide exchange factor 4 (Homo sapiens), Q8WZA2; further: potency means the concentration at half of the fitted maximal effect; on the % scale 0 is the no-effect control and ±100 the full control effect; nearly all actives have a fitted effect of over 45% in size; many of its hits are not listed in these tables
MmCpn inh: Inhibitors of TCP-1 ring complex (TRiC) of Methanococcus maripaludis (MmCpn): qHTS; actives 0.031% (n = 330,000); Potency, µM (highest dose often 76.9 µM), for the others: at the highest dose activity, negative = inhibition, actives largely listed as inhibitors; purified Mm-Cpn ATPase, ADP Transcreener TR-FRET; further: potency means the concentration at half of the fitted maximal effect; on the % scale 0 is the no-effect control and ±100 the full control effect; nearly all actives have a fitted effect of over 80% in size
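ATP (10 uM final) was added to archaeal chaperonin (25 nM final) after 10 min exposure to test compound at 37°C; after 30 min further incubation, ADP was detected by competitive TR-FRET.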
PTHR1 ag: qHTS for PTHR1 Agonists: Primary Screen | Parathyroid hormone/parathyroid hormone-related peptide receptor (Homo sapiens), Q03431 | actives 0.075% (n = 410,000) | Potency, µM (doses to about 115 µM), inactives show at the top dose activation, most hits filed as activators | HEK293 GP2 PTHR1 cells, GloSensor cAMP luminescence, 1 h; further: potency means the concentration at half of the fitted maximal effect; nearly all actives have a fitted effect of over 55% in size; some results filed as inactive show a strong effect at the top dose; inactives centre near -15; many of its hits are not listed in these tables
Target sequence (Q03431 whole entry, looked up): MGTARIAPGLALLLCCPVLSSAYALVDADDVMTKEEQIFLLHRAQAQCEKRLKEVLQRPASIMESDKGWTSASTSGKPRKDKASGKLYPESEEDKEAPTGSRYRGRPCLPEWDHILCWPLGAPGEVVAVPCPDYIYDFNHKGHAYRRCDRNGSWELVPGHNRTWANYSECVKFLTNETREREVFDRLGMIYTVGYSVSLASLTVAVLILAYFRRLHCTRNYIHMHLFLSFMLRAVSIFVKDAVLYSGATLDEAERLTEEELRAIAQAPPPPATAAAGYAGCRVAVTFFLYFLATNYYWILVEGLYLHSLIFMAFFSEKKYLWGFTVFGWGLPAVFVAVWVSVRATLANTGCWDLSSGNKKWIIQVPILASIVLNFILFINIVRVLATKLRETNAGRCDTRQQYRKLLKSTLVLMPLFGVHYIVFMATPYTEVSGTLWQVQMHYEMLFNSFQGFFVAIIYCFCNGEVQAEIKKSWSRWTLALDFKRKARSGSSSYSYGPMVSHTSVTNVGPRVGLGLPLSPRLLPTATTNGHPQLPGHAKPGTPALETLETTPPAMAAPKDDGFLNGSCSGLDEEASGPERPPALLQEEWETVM
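HEK-293-derived GP2 cells expressing PTHR1 and a GloSensor cAMP reporter, 3,000/well, plated overnight, given luciferin plus IBMX (each 0.5 mM as added) for 1 h at 37 °C, then compound for 1 h at 37 °C. Luminescence was read after 15 min at room temperature.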
Active calls of the source: *; i = inactive; u = inconclusive; x = not tested or not shown; [ ] = remark or other dose. Unless noted, the call rests on the fitted dose curve; in most records, active means well fitted curve in the direction sought with a large enough effect; inconclusive means small, poorly fitted or top-dose-only effect, or another doubt; inactive means no such curve, though single readings can be large; an effect the other way counts as inactive or inconclusive.

SMILES	pAkt inh	D3 antag	DRD3 agonist	CCT chaperon mod	EPAC2 agonist	EPAC2 antag	MmCpn inh	PTHR1 ag
c1ccc(OCCOc2cccc3cccnc23)cc1	i	19	2	-2.8	3%	0%	1%	-6%
Cc1ccc(C(=O)NCCc2nnc3c(C(F)(F)F)cc(Cl)cn23)o1	i	9	2	0.4	4%	0%	3%	-23%
O=C(c1ccc(C(F)(F)F)cc1)N1CCN(c2ccc(N3CCOCC3)nn2)CC1	i	-24	-7	-3.2	-4%	-3%	0%	-3%
O=C(COc1ccc(F)cc1)Nc1nnc(-c2ccncc2)s1	i	5	-3	-3.7	13%	-6%	-7%	-7%[57.5 µM]
S=c1sc2ccccc2n1CCc1ccncc1	i	-26	-1	-1.6	3%	-3%	0%	-22%
COc1ccc(-n2c(Cc3cccn3C)nnc2SCC(=O)Nc2cccc(OC)c2)cc1	i	4	5	1.1	3%	-15%	-7%	-34%[inhibitor]
C=CCNc1nc(NCc2ccco2)nc(OCC)n1	i	-8	4	8.0	-12%	10%	0%	-6%
CCN(C(=O)COC(=O)c1ccc[nH]c1=O)c1cccc2ccccc12	i	u	1	-3.5	4%	-9%	0%	i
O=C(O)Cn1nnnc1-c1ccc(F)cc1	x	24	-2	-2.8	4%	2%	-1%	i
CN1C(=O)c2cccc(NC(=O)C3CCCCC3)c2C1=O	i	28	11	-0.5	-1%	-13%	0%	i
Cc1cc(C(=O)CN2C(=O)c3ccccc3S2(=O)=O)c(C)n1-c1ccccc1	i	-14	-2	-1.8	17%	0%	-5%	-17%[57.5 µM]
Cc1ccsc1/C=N/n1c(C2CCCCC2)n[nH]c1=S	i	-7	-5	-3.3	3%	-1%	-1%	i
CC1(C)CC(=O)C=C(CN2C(=O)c3ccccc3C2=O)C1=O	i	28	6	1.2	0%	12%	0%	i
COc1ccc(-c2nnnn2-c2ccc(F)cc2F)cc1	i	3	3	0.8	4%	-5%	1%	i
CCN(C(=O)COC(=O)CNS(=O)(=O)c1ccccc1)c1ccccc1	i	-2	-2	-6.2	0%	3%	0%	-14%

Overlap with the part before: six entries, then new ones.
SMILES	pAkt inh	D3 antag	DRD3 agonist	CCT chaperon mod	EPAC2 agonist	EPAC2 antag	MmCpn inh	PTHR1 ag
CN1C(=O)c2cccc(NC(=O)C3CCCCC3)c2C1=O	i	28	11	-0.5	-1%	-13%	0%	i
Cc1cc(C(=O)CN2C(=O)c3ccccc3S2(=O)=O)c(C)n1-c1ccccc1	i	-14	-2	-1.8	17%	0%	-5%	-17%[57.5 µM]
Cc1ccsc1/C=N/n1c(C2CCCCC2)n[nH]c1=S	i	-7	-5	-3.3	3%	-1%	-1%	i
CC1(C)CC(=O)C=C(CN2C(=O)c3ccccc3C2=O)C1=O	i	28	6	1.2	0%	12%	0%	i
COc1ccc(-c2nnnn2-c2ccc(F)cc2F)cc1	i	3	3	0.8	4%	-5%	1%	i
CCN(C(=O)COC(=O)CNS(=O)(=O)c1ccccc1)c1ccccc1	i	-2	-2	-6.2	0%	3%	0%	-14%
CC1CCCC(C)N1C(=O)CN1C(=O)C(C)(C)Oc2ccc(C(=O)NC3CCCC3)cc21 (configuration not stated)	i	-12	0	-0.2	1%	-6%	x	i
COc1cc(C(C(=O)NC2CCCC2)N(C(=O)c2ccco2)c2ccccc2C(C)=O)cc(OC)c1OC (configuration not stated)	i	-3	-6	1.1	3%	10%	3%	i
O=C(Nc1ccc(Cl)c(Cl)c1)N(CCCN1CCOCC1)Cc1cccs1	i	u	-12	-0.9	16%	-8%	-21%	i
Cc1csc(SCC(=O)N2CCN(S(=O)(=O)c3ccc(Cl)cc3)CC2)n1	i	0	2	0.8	6%	-12%	0%	-72%[inhibitor]
C=CCC1(CC=C)CCCN1C(=O)CC1C(=O)NCCN1Cc1cccc(OC)c1 (configuration not stated)	i	8	13	-0.4	-6%	-3%	-1%	i
O=C(CN1CCN(c2ccccc2F)CC1)N1N=CCC1c1ccccc1 (configuration not stated)	i	-27	-4	1.4	-5%	-13%	2%	i
Fc1ccc(N2CCN(C(c3cccs3)c3nnnn3C3CCCC3)CC2)cc1 (configuration not stated)	i	19	2	0.6	8%	-7%	1%	-22%[57.5 µM]
CNC(=S)Nc1ccccc1-c1ccccc1	i	-9	-7	3.0	-1%	26%	0%	i
O=C(c1cccc(S(=O)(=O)Nc2cccc(C(F)(F)F)c2)c1)N1CCCCC1	i	-5	4	-4.0	10%	5%[57.1 µM]	2%	i
COc1ccccc1-n1c(SCC(=O)Nc2ccccc2C)nc(O)cc1=O	i	13	10	1.5	-1%	9%	1%	-21%
CCOc1cc(C2/C(=C(/O)c3ccc(S(=O)(=O)N4CCCCC4)cc3)C(=O)C(=O)N2CCOC)ccc1O (configuration not stated)	i	-21	-7	-0.6	2%	-2%	1%	-18%
CCOc1ccc(NCC(=O)c2ccc(C)cc2)cc1	i	-13	-2	-0.2	4%	-12%	2%	-30%[inhibitor]
COc1ccc(NC(=O)N2CCCc3ccccc32)cc1	i	-14	7	-0.7	7%	4%	0%	i
CC(=O)c1ccc(N2CCN(c3ncccn3)CC2)cc1	i	-13	6	-0.9	0%	-4%	-1%	-12%
CCOC(=O)N1CCC(N(CCOC)C(=S)Nc2cccc(SC)c2)CC1	i	0	12	1.0	6%	-9%	5%	-21%
COc1ccc(S(=O)(=O)N2CCCCCC2)cc1C(=O)Nc1ccc(C(=O)N(C)C)cc1	i	10	4	-3.1	4%	-2%	0%	i
Cc1ccc(NC(=O)CN(C)C(=O)c2ccc(Cl)c(S(=O)(=O)NCc3ccco3)c2)cc1	i	u	-29	-1.5	11%	1%	-1%	-12%
CCOC(=O)C1=C(O)CSC1=Nc1cccc(Cl)c1	i	15	5	-1.4	0%	7%	1%	i
O=C(NCCc1ccccc1)c1cccc2c1C(=O)c1ccc(N3CCOCC3)cc1S2(=O)=O	i	60	25	-1.5	-5%	1%	-18%	-14%
COc1cc(C(=O)Nc2cc(OC)c(OC)c(OC)c2)ccc1OCc1c(C)noc1C	i	0	-3	-3.2	-18%	-5%	-3%	i
COc1ccccc1C(=O)COC(=O)/C(=C/c1ccccc1)NC(C)=O	i	-12	-3	0.4	-8%	3%	0%	i
COc1ccc(CN(C(=O)c2cc(=O)c3ccccc3o2)C2CCS(=O)(=O)C2)cc1 (configuration not stated)	i	3	5	-1.6	0%	-8%	1%	-17%
O=C(CN(c1ccc(Br)cc1)S(=O)(=O)c1ccc(Cl)c([N+](=O)[O-])c1)NCC1CCCO1 (configuration not stated)	i	u	-4	-0.2	-9%	4%	x	-33%[inhibitor]
Cc1[nH]c(=O)cc2ccccc12	i	u	-3	-3.0	12%	21%	0%	i
O=S(=O)(NCc1nnc2ccccn12)c1ccc(Cl)cc1	i	-27	-9	0.5	-10%	-4%	3%	i
Cc1cc2nc(SCC(=O)N(C)C)c3c(c2cc1C)CCCC3	i	-50*	-1	0.2	6%	-9%	-1%	-16%[57.5 µM]
CCNC(=O)CC1SC(=Nc2ccccc2C)N(C)C1=O (configuration not stated)	i	-1	-1	-2.5	4%	7%	0%	i
C=C1CCC[C@]2(C)C[C@H]3OC(=O)C(CNCC(OC)OC)[C@H]3CC12 (some centres not stated)	i	-5	9	-1.2	4%	1%	0%	-13%
COc1ccc(-c2csc(NC(=O)CS(=O)(=O)c3ccccc3)n2)cc1	i	15	8	-0.1	8%	-12%	u	-13%
NC(=O)c1oc2ccccc2c1NC(=O)C1COc2ccccc2O1 (configuration not stated)	i	-11	7	-12	4%	1%	0%	i
COc1ccc(NC(=O)c2cncc(Br)c2)c(S(=O)(=O)N2CCOCC2)c1	i	0	-4	0.5	7%	7%	-1%	-8%[57.5 µM]
CC(C)(C)c1csc(NC(=O)c2cccnc2)n1	i	-7	-9	-2.7	11%	5%	0%	-38%
COc1ccc(Cc2nnc(Nc3ccc4c(c3)OCCO4)[nH]c2=O)cc1	i	4	-2	1.7	-3%	7%	3%	-11%
CCOCCCn1c(SCC(=O)NCc2ccc3c(c2)OCO3)nc2ccccc2c1=O	i	13	2	-1.5	8%	3%	2%	-17%
CC1CN(c2ncnc3c2cnn3-c2ccc(Cl)cc2)CC(C)O1 (configuration not stated)	i	22	3	-1.9	-7%	-2%	1%	-43%[inhibitor]
Cc1cc(C(=O)CS(=O)(=O)c2ccc(Cl)cc2)cc(C)c1O	i	4	-1	-2.8	13%	-5%	2%	-5%
CCOc1ccc(NC(=O)c2ccc(N3CC4CC(C3)c3cccc(=O)n3C4)c(NC(=O)c3cccnc3)c2)cc1 (configuration not stated)	i	3	-2	-2.3	3%	2%	1%	-3%
CCC(=O)N[C@@H]1CC(C(C)(C)NC(=O)CC)CC=C1C (some centres not stated)	i	5	0	-3.2	-6%	6%	1%	i
COc1ccc(CC(=O)N/N=C(\C)CC(=O)Nc2ccc3c(c2)OCCO3)cc1	i	-8	-12	1.0	9%	10%	2%	-12%
CS(=O)(=O)c1ccc(-c2nnc(NC(=O)c3cccc(N4C(=O)CCC4=O)c3)o2)cc1	i	-5	-13	-0.2	1%	-6%	0%	i
O=C(Nc1ccc(N2CCOCC2)c(Cl)c1)c1ccc2c(c1)OCCO2	i	14	8	2.7	15%	-5%	1%	-38%[inhibitor]
COc1ccc(Cc2nnc(NC(=O)CS(=O)(=O)Cc3ccccc3)s2)cc1	i	4	2	-2.4	9%	1%	x	i
Cc1ccc(CNS(=O)(=O)c2ccc(CN3C(=O)c4cccnc4C3=O)s2)o1	i	1	4	-0.2	5%	0%	1%	-2%
CC1(C(=O)NCc2cccs2)Cc2c(-c3ccccc3)ccnc2O1 (configuration not stated)	i	8	3	0.8	-9%	2%	x	-12%

The list is partial; rates above refer to the full screens.
